MBD2 inh: blocks human MBD2 binding to methylated DNA; Q9UBB5; TR-FRET, MBD2 binding to methylated oligonucleotide; inhibition, % at 4.4 µM; actives 0.31% (n = 370,000); AID 686964; in the data active = inhibition above about 13%
ssDAF12 agonist: activators of S. stercoralis DAF-12 nuclear receptor; HEK293 ssDAF-12/GRIP1 lit1-tk-luc reporter, luminescence; % of 3 µM dafachronic acid response; activation, % at 6.8 µM; actives 1% (n = 370,000);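 active = activation above the mean over all tested compounds plus 3 SD, cut at about 0.9% in these data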;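 also: 0% = DMSO-only wells and 100% = 3 µM delta7-dafachronic acid wells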
hcDAF12 agonist: H. contortus DAF-12 activation, primary screen. HEK293 hcDAF-12 lit1-tk-luc reporter, luminescence; 0% DMSO, 100% Δ7-dafachronic acid. activation, % at 6.8 µM. actives 1.4% (n = 370,000);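 active = activation above the mean of all tested compounds plus 3 SD, cut at about 5.5% in these data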;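 also: 100% = response to 3 µM Δ7-dafachronic acid high control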
PLC-beta3 inh: PLC-beta3 (human) inhibition, primary screen; Q01970; Purified PLC-beta3, fluorogenic substrate, fluorescence; inhibition, % at 12.2 µM; actives 0.18% (n = 370,000); in the data active = inhibition above about 11%;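 also: 0% = median of compound wells on plate and 100% = full blocker control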
Target sequence (Q01970 whole entry, looked up): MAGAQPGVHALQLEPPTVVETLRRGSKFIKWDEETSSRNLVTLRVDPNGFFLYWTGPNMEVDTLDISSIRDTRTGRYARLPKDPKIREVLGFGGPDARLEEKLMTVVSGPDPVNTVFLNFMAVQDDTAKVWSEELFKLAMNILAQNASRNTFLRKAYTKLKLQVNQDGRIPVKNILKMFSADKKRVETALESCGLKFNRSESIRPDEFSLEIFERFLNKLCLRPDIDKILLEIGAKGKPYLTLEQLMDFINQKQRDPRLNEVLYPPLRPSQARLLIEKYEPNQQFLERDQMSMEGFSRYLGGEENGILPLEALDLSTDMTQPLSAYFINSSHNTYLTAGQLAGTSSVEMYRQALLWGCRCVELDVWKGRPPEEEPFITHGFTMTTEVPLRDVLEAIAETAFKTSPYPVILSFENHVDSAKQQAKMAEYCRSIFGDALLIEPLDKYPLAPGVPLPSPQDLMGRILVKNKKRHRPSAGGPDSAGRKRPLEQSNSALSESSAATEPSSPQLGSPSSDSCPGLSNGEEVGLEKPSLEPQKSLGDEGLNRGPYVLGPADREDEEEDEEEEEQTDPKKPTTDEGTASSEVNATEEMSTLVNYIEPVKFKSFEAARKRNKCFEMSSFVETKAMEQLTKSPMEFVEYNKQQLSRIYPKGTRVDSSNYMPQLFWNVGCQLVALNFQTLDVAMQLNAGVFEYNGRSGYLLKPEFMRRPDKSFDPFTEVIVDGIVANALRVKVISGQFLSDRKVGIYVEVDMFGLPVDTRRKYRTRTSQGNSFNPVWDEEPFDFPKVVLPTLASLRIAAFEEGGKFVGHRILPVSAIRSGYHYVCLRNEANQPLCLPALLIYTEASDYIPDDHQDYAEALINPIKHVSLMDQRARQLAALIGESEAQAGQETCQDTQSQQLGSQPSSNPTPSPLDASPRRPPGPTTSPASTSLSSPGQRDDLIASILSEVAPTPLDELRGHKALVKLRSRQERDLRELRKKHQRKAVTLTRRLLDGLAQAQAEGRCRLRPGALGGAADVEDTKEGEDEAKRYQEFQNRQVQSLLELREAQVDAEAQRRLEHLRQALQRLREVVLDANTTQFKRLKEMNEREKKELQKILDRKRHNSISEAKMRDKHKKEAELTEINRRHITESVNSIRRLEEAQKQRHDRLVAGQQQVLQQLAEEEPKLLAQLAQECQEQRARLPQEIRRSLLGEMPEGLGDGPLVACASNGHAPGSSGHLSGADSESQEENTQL
DAX1 inh-1: inhibits human nuclear receptor DAX1; P51843; HEK293 Gal4-DAX1 luciferase reporter, luminescence; inhibition, % at 6.75 µM; actives 0.99% (n = 340,000); AID 504766;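 active = inhibition above the mean over all tested compounds plus 3 SD, cut at about 4.2% in these data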;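 also: 0% = DAX1-transfected cells with DMSO and 100% = empty-vector control cells with DMSO; inhibition shows as a rise in luminescence from relieved DAX1 repression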
PLCg1 inh: inhibitors of human phospholipase C gamma1; P19174; purified PLC-gamma1, fluorogenic substrate, fluorescence; inhibition, % at 12.2 µM; actives 0.84% (n = 370,000); AID 720700; in the data active = inhibition above about 9.5%
DAX1 inh-2: inhibitors of DAX1 repression of SF-1 activated StAR promoter. HEK293T StAR-luciferase reporter, SF-1/DAX-1 repression relief. inhibition, % at 6.8 µM. actives 1.1% (n = 370,000). AID 652010;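 active = inhibition above the mean over all tested compounds plus 3 SD, cut at about 3.6% in these data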;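 also: 0% = DAX-1 cells with DMSO and 100% = cells lacking DAX-1 with DMSO; higher inhibition means more luminescence from relief of DAX-1 repression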
hgDAF-12 ag: agonists of H. glycines DAF-12 nuclear receptor; AID 687014; actives 1.8% (n = 370,000); HEK293 GAL4-hgDAF12 UAS-luciferase reporter, agonist luminescence; normalized to butyrate control; activation, % at 6.8 µM;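 active = activation above a cutoff set at the mean of all screened compounds plus 3 SD, cut at about 10% in these data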;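 also: 0% = DMSO wells and 100% = sodium butyrate wells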
ADAM17 inh: inhibits human ADAM17 | P78536 | inhibition, % at 6.95 µM | actives 0.83% (n = 370,000) | recombinant ADAM17, EDANS/DABCYL FRET peptide cleavage;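 active = inhibition above the mean of compounds lying between control limits plus 3 SD, set per campaign, cut at about 8.5% in these data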;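 also: 0% = DMSO-only wells as the low control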
Rev-erbA mod: modulates human Rev-erb alpha binding to DNA; P20393; Rev-erbα–FITC-DNA binding, fluorescence polarization, 90 min; activity, % at 10 µM; actives 0.79% (n = 370,000); AID 1259318;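 active = activity above about 14%, limit read from the data; passing the limit was not always enough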;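 also: 0% = DMSO wells with 35 nM protein and 100% = DMSO wells with 750 nM protein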
SMARCA2 activ: SMARCA2 function activation, primary screen. activation, % at 9.1 µM. AID 652017. MG213 cells, MMTV-luciferase reporter, dexamethasone, overnight. actives 1% (n = 370,000); in the data active = activation above about 7.8%;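 also: 0% = vehicle wells and 100% = reference activator wells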
* marks the source's active call; other numbers are inactive results; · = not tested or not shown.

Structure | MBD2 inh | ssDAF12 agonist | hcDAF12 agonist | PLC-beta3 inh | DAX1 inh-1 | PLCg1 inh | DAX1 inh-2 | hgDAF-12 ag | ADAM17 inh | Rev-erbA mod | SMARCA2 activ
O=C(Nc1ccc2oc(=O)ccc2c1)c1ccco1 | 3 | -0.6 | -1.3 | -172 | 0.7 | -147 | -0.6 | 2.2 | -54 | 3 | 8.3*
c1ccc(Nc2nn[nH]n2)cc1 | 6 | -1.3 | -0.3 | 0 | -0.6 | 0 | 0.5 | 2.0 | -3 | 1 | -2
O=C(Nc1ccc(Cl)cc1)c1cccc(S(=O)(=O)Nc2ccccn2)c1 | 9 | -1.7 | -3.6 | -6 | -0.4 | 4 | -1.9 | 2.0 | -6 | 1 | -2
O=C(CN1CCN(c2ccccc2F)CC1)NCc1ccc(Cl)cc1 | 1 | -1.5 | -1.9 | -5 | -0.1 | -1 | -0.7 | 1.2 | -3 | 3 | -1
Cc1ccc(C(c2nnnn2C2CCCC2)N2c3ccccc3CC2C)cc1 (stereo unspecified) | 3 | -0.5 | 3.7 | -3 | 0.5 | 0 | -0.6 | 3.0 | -3 | 0 | -2
N#CCCSCc1ccc(OCC(=O)O)cc1 | -5 | -1.4 | -1.1 | 10 | -0.7 | 9.9* | -0.2 | -1.2 | 2 | 1 | -3
COc1ccc(NC(=O)C2Cc3c(-c4ccc5c(c4)OCO5)ccnc3O2)cn1 (stereo unspecified) | -2 | -1.6 | -0.8 | -10 | · | -9 | -3.6 | 2.7 | -19 | -3 | -6
COc1ccccc1C(=O)NC(CCSC)C(=O)NCC(c1ccccc1OC)N1CCCC1 (stereo unspecified) | -4 | -0.6 | -0.2 | 3 | 2.0 | -1 | 0.1 | 1.0 | -1 | -4 | 2

Two entries drawn at random from the list so far:
Structure | MBD2 inh | ssDAF12 agonist | hcDAF12 agonist | PLC-beta3 inh | DAX1 inh-1 | PLCg1 inh | DAX1 inh-2 | hgDAF-12 ag | ADAM17 inh | Rev-erbA mod | SMARCA2 activ
O=C(Nc1ccc2oc(=O)ccc2c1)c1ccco1 | 3 | -0.6 | -1.3 | -172 | 0.7 | -147 | -0.6 | 2.2 | -54 | 3 | 8.3*
Cc1ccc(C(c2nnnn2C2CCCC2)N2c3ccccc3CC2C)cc1 (stereo unspecified) | 3 | -0.5 | 3.7 | -3 | 0.5 | 0 | -0.6 | 3.0 | -3 | 0 | -2

Next part.
Structure | MBD2 inh | ssDAF12 agonist | hcDAF12 agonist | PLC-beta3 inh | DAX1 inh-1 | PLCg1 inh | DAX1 inh-2 | hgDAF-12 ag | ADAM17 inh | Rev-erbA mod | SMARCA2 activ
COc1ccc([C@H]2C[C@H](n3cc(-c4ccc(F)cc4)nn3)[C@@H](O)CN2CC2CCCCC2)cc1 | -3 | -0.6 | 0.2 | 0 | 1.1 | 4 | -0.2 | -1.1 | 8 | 5 | -4
CCCC1(c2ccccc2)NC(=O)N(CC(=O)Nc2ccc(N3CCOCC3)cc2)C1=O (stereo unspecified) | -4 | -0.3 | -0.6 | -3 | 1.0 | 4 | 2.3 | -3.9 | -2 | 9 | 3
Cc1ccc(C)c(NC(=O)CCC(=O)NNS(=O)(=O)c2ccc(Cl)cc2)c1 | 1 | -1.5 | 0.7 | -2 | -0.1 | -2 | 0.1 | 0.2 | -3 | 10 | -1
CCN(CC)S(=O)(=O)c1ccc(NC(=O)c2cc(-c3cccs3)nc3ccccc23)cc1 | 0 | -0.6 | -2.1 | -12 | -0.7 | -13 | 0.1 | -3.8 | -5 | 5 | -4
CN1CCN(C(=O)CCc2ccc(S(=O)(=O)NC3CCCCC3)cc2)CC1 | -2 | -0.7 | -0.3 | 0 | -0.7 | -1 | -0.1 | -2.0 | 0 | 3 | 2
Nc1nc(-c2ccc(Cl)cc2)nn1C(=O)c1cccs1 | -2 | 0.3 | 4.4 | -6 | -1.1 | 2 | 1.8 | -0.6 | -2 | -1 | -1
CC(C)COc1cccc(C(=O)Nc2ccc(N3CCOCC3)cc2N2CCOCC2)c1 | -2 | -1.1 | -1.1 | -6 | -0.7 | 1 | 0.0 | 0.8 | -2 | -1 | 1
O=C(CCCCCNC(=O)c1ccccc1)N/N=C/c1ccccc1O | 3 | -0.8 | 1.8 | -11 | -1.1 | -6 | 0.0 | 2.7 | -5 | -1 | -3

Next entries:
Structure | MBD2 inh | ssDAF12 agonist | hcDAF12 agonist | PLC-beta3 inh | DAX1 inh-1 | PLCg1 inh | DAX1 inh-2 | hgDAF-12 ag | ADAM17 inh | Rev-erbA mod | SMARCA2 activ
CCn1cc(Br)c(C(=O)NCc2ccco2)n1 | -1 | -0.5 | -0.1 | 9 | -0.1 | 10* | 1.2 | 1.5 | 5 | 2 | -3
COc1cnc(-c2ccccn2)nc1NC(C)C | 5 | -1.0 | -4.2 | -6 | -1.7 | -8 | 0.4 | -12 | -21 | -4 | -1
Cc1ccc(S(=O)(=O)CCc2nnc(NC(=O)C3CCCCC3)s2)cc1 | 4 | -1.7 | -1.2 | -9 | 0.9 | -2 | -0.2 | -1.9 | -6 | -3 | -2
COc1ccc(C(=O)OCC(=O)c2c(N)n(C)c(=O)n(C)c2=O)c(OC)c1OC | 3 | -1.2 | -0.6 | -4 | 0.4 | -2 | -0.6 | -3.2 | -1 | -3 | 0
Cc1c(Cl)cccc1N/C(SCC(=O)N1CCCCCC1)=C(/C#N)c1nc2ccccc2s1 | 3 | -0.4 | 1.9 | -3 | -0.4 | -3 | -0.4 | -0.2 | -3 | 5 | -3
Cc1cc(C)c(S(=O)(=O)Nc2nnc(C(C)C)s2)c(C)c1 | 2 | -1.1 | 0.9 | -8 | 0.5 | 1 | -0.7 | 0.2 | -2 | -3 | 0
CCOC(=O)c1ccc(NS(=O)(=O)c2ccc3c(c2)n(C)c(=O)n3C)cc1 | 9 | -1.3 | -3.3 | -2 | -1.2 | 0 | -0.3 | -4.5 | -4 | 11 | -3
Cc1nc(C)c(CCNC(=O)c2ccccc2)s1 | 1 | -1.7 | 0.3 | 1 | 0.4 | 1 | 0.3 | 1.5 | -12 | -1 | 0

Ordered by value in MBD2 inh (largest number first): five of the compounds above
SMILES | MBD2 inh | ssDAF12 agonist | hcDAF12 agonist | PLC-beta3 inh | DAX1 inh-1 | PLCg1 inh | DAX1 inh-2 | ADAM17 inh | Rev-erbA mod | SMARCA2 activ
CCOC(=O)c1ccc(NS(=O)(=O)c2ccc3c(c2)n(C)c(=O)n3C)cc1 | 9 | -1.3 | -3.3 | -2 | -1.2 | 0 | -0.3 | -4 | 11 | -3
COc1cnc(-c2ccccn2)nc1NC(C)C | 5 | -1.0 | -4.2 | -6 | -1.7 | -8 | 0.4 | -21 | -4 | -1
Cc1cc(C)c(S(=O)(=O)Nc2nnc(C(C)C)s2)c(C)c1 | 2 | -1.1 | 0.9 | -8 | 0.5 | 1 | -0.7 | -2 | -3 | 0
Cc1nc(C)c(CCNC(=O)c2ccccc2)s1 | 1 | -1.7 | 0.3 | 1 | 0.4 | 1 | 0.3 | -12 | -1 | 0
CCn1cc(Br)c(C(=O)NCc2ccco2)n1 | -1 | -0.5 | -0.1 | 9 | -0.1 | 10* | 1.2 | 5 | 2 | -3

Remaining list, next part
Structure | MBD2 inh | ssDAF12 agonist | hcDAF12 agonist | PLC-beta3 inh | DAX1 inh-1 | PLCg1 inh | DAX1 inh-2 | hgDAF-12 ag | ADAM17 inh | Rev-erbA mod | SMARCA2 activ
Cc1nn(-c2ccccc2)c(N)c1C(O)(CSc1nccn1C)C(F)(F)F (stereo unspecified) | -1 | 0.9* | -1.8 | 2 | -0.3 | 4 | -0.2 | 0.8 | -2 | 2 | -2
ClC1CCCCC1n1nnc2ccccc21 (stereo unspecified) | 2 | -1.8 | -0.4 | -3 | 1.5 | 1 | 0.2 | -0.6 | -1 | 1 | -1
COC(=O)c1ccc(-c2ccc(/C=N/N3C(=O)C4C5C=CC(CC5)C4C3=O)o2)cc1 (stereo unspecified) | 2 | -1.1 | 3.2 | -4 | -0.2 | -3 | 0.6 | 5.6 | -8 | 2 | 3
CCN(CC(=O)Nc1c(F)cccc1F)C(=O)CCCc1c[nH]c2ccccc12 | 6 | -0.6 | -0.6 | -5 | 1.2 | 2 | -0.8 | -1.6 | -6 | -3 | -4
O=C(Cc1ccccc1F)Nc1cccc2cccnc12 | -7 | -0.6 | -0.4 | 3 | 0.1 | 4 | 1.0 | 5.6 | 2 | 1 | -1
Cc1c(C#N)c(O)[nH]c(=O)c1N=Nc1ccc(S(N)(=O)=O)cc1 | -19 | -0.8 | -0.5 | -18 | 0.5 | -12 | -0.3 | -3.2 | -1 | 26* | -2
COc1ccc(CCNC(=O)Cn2cnc3c(nnn3Cc3ccccc3F)c2=O)cc1OC | 0 | -1.8 | 3.4 | 2 | 0.0 | 0 | -0.1 | -0.5 | -2 | · | -1
CC(=O)c1ccc(Nc2nc3ccccc3nc2NS(=O)(=O)c2cccs2)cc1 | -1 | -0.7 | 3.2 | -62 | -0.7 | -40 | 1.2 | -1.2 | -3 | 2 | 0

(continued)
Structure | MBD2 inh | ssDAF12 agonist | hcDAF12 agonist | PLC-beta3 inh | DAX1 inh-1 | PLCg1 inh | DAX1 inh-2 | hgDAF-12 ag | ADAM17 inh | Rev-erbA mod | SMARCA2 activ
COc1ccc(C(C)C)cc1S(=O)(=O)n1cnc(C)c1 | 4 | -0.8 | -1.5 | -1 | -0.8 | 0 | -0.5 | -2.6 | -2 | -3 | 2
COC(=O)[C@]1(Cc2ccccc2)N[C@H](CN(C)C(=O)C2CCCCC2)[C@@H]2C(=O)N(Cc3ccccc3)C(=O)[C@@H]21 | -5 | -0.9 | -0.5 | -2 | 0.0 | 1 | 0.7 | -4.2 | -5 | -4 | -3
CCNC(=S)N(Cc1ccc2c(c1)OCO2)C1CC(=O)N(c2ccc(OC)cc2)C1=O (stereo unspecified) | 0 | -0.5 | 0.0 | -4 | -0.4 | 0 | -1.5 | -1.4 | 0 | 2 | 1
O=C(N1CCOCC1)C1(c2ccccc2)CCCCC1 | 2 | -1.0 | -1.4 | -5 | -0.3 | -1 | -0.4 | -0.5 | -8 | -1 | -5
CC(C)N=c1scc(-c2cccs2)n1/N=C/c1ccc(O)c(O)c1O | -2 | -1.4 | -2.3 | -22 | -0.4 | -15 | -1.0 | -2.2 | 9.3* | 10 | -2
CCCOc1ncnc2c1sc1nc3c(cc12)COC(C)(C)C3 | -4 | -0.4 | 0.7 | -1 | 2.0 | 7 | 0.8 | 1.5 | 0 | 1 | -1
NS(=O)(=O)c1ccc(Nc2ccc3nonc3c2[N+](=O)[O-])cc1 | -9 | -0.9 | -0.9 | 5 | 0.6 | 2 | -0.1 | 0.6 | 0 | -1 | 1
COc1ccc(CN2C(=O)C(CC(=O)NC3CCCCC3)CC(C(=O)N(C(C)C)C(C)C)=C2C)cc1 (stereo unspecified) | 0 | -1.1 | -2.3 | 1 | -0.2 | 1 | -0.2 | -0.5 | -1 | 1 | 2

Compound activity deposited in PubChem BioAssay by several laboratories.
